High-throughput results deposited in PubChem by The Scripps Research Institute Molecular Screening Center.
M5 antag: blocks acetylcholine activation of human M5 receptor | inhibition, % at 3 µM | 0.59% of 360,000 active | CHO-hM5 cells, Fluo-8 calcium fluorescence, ACh EC80 | AID 624040 | P08912;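 active = inhibition above a per-plate cutoff, the mean of that plate's test compounds plus 3 SD, cut at about 27% in these data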;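 note: 0% = acetylcholine EC80 with DMSO and 100% = DMSO without agonist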
CHRM1 agonist: human M1 muscarinic receptor agonism; 0.33% of 360,000 active; AID 588814; activation, % at 3 µM; CHO-K1 hM1, Fluo-8 calcium fluorescence, agonist mode; 0% DMSO, 100% acetylcholine EC100;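 active = activation above the run's mean compound activation plus 3 SD, cut at about 16% in these data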;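 note: peak over basal fluorescence ratio within a 140 s kinetic read after compound addition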
Target sequence (P11229 whole entry, looked up): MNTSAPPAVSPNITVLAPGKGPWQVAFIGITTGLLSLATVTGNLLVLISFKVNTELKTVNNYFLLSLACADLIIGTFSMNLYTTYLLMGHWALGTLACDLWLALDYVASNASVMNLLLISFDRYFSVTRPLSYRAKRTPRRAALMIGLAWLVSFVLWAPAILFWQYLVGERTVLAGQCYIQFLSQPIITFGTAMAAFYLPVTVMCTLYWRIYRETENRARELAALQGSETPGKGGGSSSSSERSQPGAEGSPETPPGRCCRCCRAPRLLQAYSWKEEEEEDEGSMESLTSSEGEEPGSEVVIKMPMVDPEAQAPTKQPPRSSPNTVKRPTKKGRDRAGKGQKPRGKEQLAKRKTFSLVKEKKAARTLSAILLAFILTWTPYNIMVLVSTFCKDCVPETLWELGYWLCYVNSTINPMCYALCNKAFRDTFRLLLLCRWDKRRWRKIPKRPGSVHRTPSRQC
CHRM1 antagonist: antagonists of human M1 muscarinic receptor; P11229; CHO-K1 hM1, Fluo-8 calcium fluorescence, ACh EC80 antagonist; 1.3% of 360,000 active; inhibition, % at 3 µM;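 active = percent inhibition above its own plate's cutoff, namely the mean of that plate's compound wells plus 3 SD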;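 note: peak over basal fluorescence ratio during 140 s after agonist addition; 0% = ACh EC80 plus DMSO and 100% = DMSO alone without agonist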
CHRM5 agonist: CHRM5 agonism in calcium assay. P08912. CHO-K1 hM5 cells, Fluo-8 calcium fluorescence; 0% DMSO wells, 100% maximal acetylcholine response. activation, % at 3 µM. 0.19% of 360,000 active. AID 624037;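 active = activation above the run's mean over test compounds plus 3 SD, cut at about 23% in these data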;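 note: signal is peak over basal fluorescence ratio across the kinetic read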
CHRM1 PAM: positive allosteric modulators of human M1 muscarinic receptor | P11229 | CHO-K1 hM1, Fluo-8 calcium fluorescence, ACh EC20; 0% = ACh EC20, 100% = maximal ACh | activation, % at 3 µM | 0.088% of 360,000 active | AID 588819; in the data active = activation above about 19%, passing the limit was not always enough
M5 PAM: potentiates acetylcholine response at human M5 receptor; P08912; 0.3% of 360,000 active; activation, % at 3 µM; CHO-K1 hM5, Fluo-8 calcium, ACh EC20 PAM; 0% = ACh EC20, 100% = ACh EC100; AID 624038;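 active = activation above the run cutoff, the mean activation of all test compounds plus 3 SD, cut at about 18% in these data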
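system = human M5 receptor in CHO-K1 cells | compound = one concentration, 3 µM final (nominal) | schedule = Post-acetylcholine fluorescence recording 140 s | signal = Fluo-8 calcium dye fluorescence, kinetic read | benchmarks = low control EC20 acetylcholine (0%), high control EC100 acetylcholine (100%) | repeats = singlicate, one well per test compound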
M4 antag: antagonists of human muscarinic M4 receptor (CHRM4); AID 624125; inhibition, % at 3 µM; 0.73% of 360,000 active; P08173; CHO-hM4 cells, ACh EC80, Fluo-8 calcium fluorescence;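 active = inhibition above its plate's cutoff, the mean inhibition of sample wells plus 3 SD, cut at about 27% in these data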;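 note: 0% = acetylcholine EC80 with DMSO and 100% = DMSO without agonist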
TAAR1 agonist: human TAAR1 agonism; 0.99% of 360,000 active; AID 624467; Q96RJ0; activation, % at 3 µM; CHO RD-HGA16 TAAR1, Fluo-8 calcium fluorescence; vehicle wells 0%, saturating PEA agonist 100%;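 active = activation above the mean activation of all test compounds in the run plus 3 SD, cut at about 38% in these data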
Target sequence (Q96RJ0 whole entry, looked up): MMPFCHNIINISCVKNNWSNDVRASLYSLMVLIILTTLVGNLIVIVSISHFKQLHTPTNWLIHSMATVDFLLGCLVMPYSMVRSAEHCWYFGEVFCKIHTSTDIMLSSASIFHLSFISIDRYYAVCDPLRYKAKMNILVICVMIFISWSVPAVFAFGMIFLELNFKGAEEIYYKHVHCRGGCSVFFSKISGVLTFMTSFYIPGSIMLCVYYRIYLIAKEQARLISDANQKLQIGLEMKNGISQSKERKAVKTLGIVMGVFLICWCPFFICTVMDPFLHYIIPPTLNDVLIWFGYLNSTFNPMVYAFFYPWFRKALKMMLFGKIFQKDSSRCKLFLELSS
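Test system: RD-HGA16 (CHO) cells co-expressing Gα16 and hTAAR1; dosing: one-point dosing at 3 µM (nominal); timing: 17-24 h seeding, 75 min 37 °C dye, 30 min RT; signal: kinetic Fluo-8 calcium fluorescence; read-out basis: % activation relative to PEA EC100 response; controls: DMSO and PEA EC100; replicates: n 1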
M4 ag: CHRM4 agonism in calcium assay. CHO-K1 hM4/Gqi5, Fluo-8 calcium fluorescence; vehicle 0%, full acetylcholine response 100%. activation, % at 3 µM. 0.14% of 360,000 active;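 active = activation above the run mean over all test wells plus 3 SD, cut at about 32% in these data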;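 note: peak over basal fluorescence ratio per well then scaled between controls; 0% = DMSO wells and 100% = acetylcholine at EC100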
An asterisk follows results filed as active; nt = no result given. This is a subset, so the mix of outcomes need not match the whole.

SMILES,M5 antag,CHRM1 agonist,CHRM1 antagonist,CHRM5 agonist,CHRM1 PAM,M5 PAM,M4 antag,TAAR1 agonist,M4 ag
CCC(CO)Oc1cc(NC(=O)c2ccccc2[N+](=O)[O-])c2ncn(C(C)C)c2c1 (centres undefined),0,-7,1,2,9,9,-1,2,1
O=c1c2c(C(F)(F)F)cc(C(F)(F)F)nc2[nH]n1-c1ccccc1,2,5,-9,6,4,-6,-12,20,4
Cc1ccc(C)c(NC(=O)c2cc([N+](=O)[O-])cc([N+](=O)[O-])c2)c1,7,-2,4,-6,0,-3,5,0,0
Cc1ccc(S(=O)(=O)N(CC(=O)NCc2cccnc2)c2ccc(F)cc2)cc1,16,-7,11,-1,-6,-7,5,6,7
CC(C)c1nnc(NC(=O)CCC(=O)NCCc2ccccc2)s1,20,-2,4,4,-4,-17,-4,25,10
Fc1cccc(F)c1C(Nc1nncs1)Nc1nncs1,-5,nt,nt,0,nt,-1,0,5,0
N#C/C(=C\c1ccccc1)C(=O)N(c1ccccn1)C1CCCCC1,7,-9,1,-2,4,-1,13,2,0
Cc1ccc(C(=O)N/C(=C\c2ccc(-c3ccccc3[N+](=O)[O-])o2)C(=O)NCCCN(C)C)cc1,2,-8,-3,-4,5,4,-4,1,2
CCC(=O)Nc1ccc2c(c1)OCCO2,1,-4,-4,-1,5,-2,-13,-1,0
CN(c1ccc(C(=O)Nc2nccs2)cc1)S(=O)(=O)c1ccccc1,5,-2,16,3,-9,-15,3,7,12
COC(=O)N/N=C/c1ccc(-c2cc(Cl)ccc2Cl)o1,-8,2,-14,0,11,-2,9,2,1
CCC(C)N(CC(=O)Nc1cccc(C)c1C)C(=O)CCl (centres undefined),-4,-2,-1,3,8,0,8,nt,1
CC(C)CNC(=O)/C=C/C(=O)O,-8,-5,-5,0,9,3,1,13,1
Cc1ccccc1CNCc1cccnc1,-1,-3,-6,0,7,0,0,11,0
Cc1c(NC(=O)c2ccc(S(=O)(=O)N3CC(C)OC(C)C3)cc2)c(=O)n(-c2ccccc2)n1C (centres undefined),-3,-12,-6,-2,12,14,-1,0,0
CCCCc1c(O)nc(SCC(=O)N2CCOCC2)n(-c2ccc(C)cc2)c1=O,-3,-3,-3,3,3,1,1,2,0
CC1CCC(C(C)C)C(OC(=O)CSc2nnc(N)s2)C1 (centres undefined),-13,-3,-9,-3,2,-3,-5,14,2
Cc1c(O)ccc2c3c(c(=O)oc12)CCC(C)C3 (centres undefined),-3,-2,1,1,0,-3,-11,19,5
CCOCCn1c(CC)nc2ccccc21,-2,-6,-4,0,11,10,-5,3,1
COCCCNC(=S)NNC(=S)Nc1ccc(F)cc1F,-4,-3,-8,0,11,2,-8,6,1
CCc1ccccc1N(CC(=O)NCC1CCCO1)C(=O)CCC(=O)Nc1cc(C)on1 (centres undefined),-1,-2,6,-1,-5,2,2,-3,0
O=C(C1CCN(S(=O)(=O)c2cccs2)CC1)N1CCCC(C(F)(F)F)C1 (centres undefined),2,-2,-10,-2,4,-3,0,2,2
CCn1c(=O)[nH]c2ccccc2c1=O,2,-2,6,-1,0,-1,7,0,0
O=C(Nc1c2c(nn1-c1ccc([N+](=O)[O-])cc1)CS(=O)(=O)C2)C1CC1,-1,-1,-17,-2,15,2,1,1,0
COc1ccccc1/C=N/n1cnnc1,2,-3,-27,-3,6,8,-1,2,0
CC1COc2ccccc2N1C(=O)c1ccc(F)cc1 (centres undefined),7,-7,-10,-3,8,-1,0,4,1
CCC/C=N/NC(=O)c1cc(Br)ccc1O,3,-3,-6,9,1,-5,-1,4,9
COc1ccc(-c2nnc3n(CCc4ccccc4)c(=O)c4ccccc4n23)c(OC)c1,10,-2,2,1,-2,-10,-7,9,5
O=C(NCCc1ccc(Cl)cc1)C1CCN(C(=O)c2sccc2-n2cccc2)CC1,5,4,0,8,5,-4,5,24,7
COc1ccc(/C=N\n2nnc3ccccc32)cc1,-12,-3,-14,-3,-1,3,-2,12,1
Cc1cc(C)cc(NC(=O)N2CCCC2C(=O)NCc2ccco2)c1 (centres undefined),4,-9,7,-2,1,-1,-6,4,1
c1ccc(Cn2nnc3c(N4CCOCC4)ncnc32)cc1,-7,-3,1,0,-2,-2,-22,0,2
COc1ccc(C(C)(O)c2nc(-c3ccoc3)cs2)cc1 (centres undefined),0,-3,-11,2,10,-1,10,1,1
CC(NC(=O)CSc1ncccc1C(=O)O)C1CC2CCC1C2 (centres undefined),0,-1,-17,-3,-2,6,4,3,-1
CC(C)CCNC(=O)C1CC(=O)N(C2CCCC2)C1 (centres undefined),14,-5,-4,-3,5,-7,-9,11,1
Cc1ccc(OCCC(=O)OC(C)C(=O)NC2CC2)cc1 (centres undefined),5,-1,-5,0,3,-2,3,3,1

3 compounds drawn at random from the list so far:
SMILES,M5 antag,CHRM1 agonist,CHRM1 antagonist,CHRM5 agonist,CHRM1 PAM,M5 PAM,M4 antag,TAAR1 agonist,M4 ag
CCC/C=N/NC(=O)c1cc(Br)ccc1O,3,-3,-6,9,1,-5,-1,4,9
COc1ccc(C(C)(O)c2nc(-c3ccoc3)cs2)cc1 (centres undefined),0,-3,-11,2,10,-1,10,1,1
Cc1ccc(OCCC(=O)OC(C)C(=O)NC2CC2)cc1 (centres undefined),5,-1,-5,0,3,-2,3,3,1

The list goes on.
SMILES,M5 antag,CHRM1 agonist,CHRM1 antagonist,CHRM5 agonist,CHRM1 PAM,M5 PAM,M4 antag,TAAR1 agonist,M4 ag
CN1CCN(NC(=O)NC2CCCCC2)CC1,10,-5,0,-8,1,-3,1,1,0
O=C1CCCc2c1nc(-c1ccc([N+](=O)[O-])cc1)n2O,4,-1,-13,0,8,4,11,1,3
CCOc1cccc2sc(Nc3nc4ccc(NC(C)=O)cc4s3)nc12,-5,-6,7,1,-6,1,-5,11,2
N=C1/C(=C\c2coc3ccccc3c2=O)C(=O)N=C2SC=CN12,34*,47*,41*,109*,-22,-33,38*,148*,107*
CCOC(=O)/C(C#N)=C/c1cn(CCOc2ccc(OC)cc2)c2ccccc12,-11,-6,-2,-5,4,-9,-5,1,1
Cc1ccc2cc(CN(c3cccc(C)c3C)S(=O)(=O)c3ccccc3)c(=O)[nH]c2c1,-3,-2,-12,-1,10,4,7,-1,0
COC(=O)c1sc(=S)n(-c2cccc(Cl)c2)c1N,-5,-7,-7,-9,2,1,-2,9,1
COc1ccccc1NC(=S)N1CCOCC1,1,-3,-6,-2,6,-2,4,1,0
CC[C@@H](C)[C@H](NC(=O)OCc1ccccc1)c1nnc([C@@H](NC(=O)OCc2ccccc2)[C@@H](C)CC)o1,2,-4,3,-2,2,7,-14,13,0
COc1cc(OC)c2nc(C)c3c(c2c1)N(c1ccc(O)cc1)CC3,-4,-5,-11,-1,8,3,-8,0,0
CCCCC(=O)Nc1cccc(-c2cn3ccsc3n2)c1,-4,0,3,2,2,2,2,10,2
COC(=O)c1c(NS(=O)(=O)c2ccc3ccccc3c2)sc2c1CCCC2,7,-7,-12,-4,6,-3,-8,9,-2
Cc1ccc(/C=C2\SC(=S)N(CCCC(=O)Nc3ccccn3)C2=O)cc1,7,-1,8,0,-7,3,4,12,1
Cc1cc(C)c(C(N)=O)c(NC(=O)Nc2ccccc2Cl)n1,-8,-3,-2,-1,5,9,11,10,0
CCNC(=S)N1CCN(S(=O)(=O)c2ccccc2C(F)(F)F)CC1,8,1,-8,3,14,7,-9,2,5
CCN1CCc2nc3ccccc3c(C(=O)Nc3ccc(F)cc3)c2C1,8,-5,27,-2,-15,-13,12,1,1
CCCn1c(=N)n(CC(=O)c2ccco2)c2ccccc21,-3,-8,-3,-3,-2,-4,-1,12,-1
O=C1OCC2=C1C(c1ccc3c(c1)OCO3)c1cc3c(cc1O2)OCO3 (centres undefined),12,-5,-10,-2,0,-8,-8,5,0
COc1ccc(N2CCN(C3CCCCC3NS(=O)(=O)c3ccccc3)CC2)cc1 (centres undefined),-6,-5,13,-6,-8,3,4,-1,2
COC(=O)C1=C(C)N=C2SCCC(=O)N2C1c1cc(Br)ccc1OC (centres undefined),3,-5,-17,-5,13,1,11,3,1
Cc1c(NC(=O)COC(=O)C2CC3C=CC2C3)c(=O)n(-c2ccccc2)n1C (centres undefined),2,-6,0,-2,0,10,2,-1,0
CCCOc1cccc(C2C(C(=O)c3cc4ccccc4o3)=C(O)C(=O)N2c2cc(C)on2)c1 (centres undefined),-6,-3,-10,-1,6,8,4,5,1
CCn1c(SCC(=O)OC(C)C)nnc1-c1ccccc1,6,-3,7,1,1,0,9,-1,0
Fc1ccccc1COc1ccc(/C=N/NC(=S)NCc2ccccc2)cc1,5,-4,-5,-1,1,-4,3,13,0
COc1ccc(CC(=O)NNC(=O)c2cccnc2)cc1OC,-7,-5,-5,0,8,16,-5,9,1
Cc1sc2ncnc(OCC(=O)c3ccc(S(=O)(=O)N4CCCC4)cc3)c2c1C,4,-4,4,-5,-5,-3,7,6,5
Cc1ccc(S(=O)(=O)NCCC(=O)OCC(=O)N(C)c2ccccc2)cc1,8,0,1,4,-2,-4,3,3,2
Cc1cccc(C)c1NC(=O)CNC(=O)CCCN1C(=O)c2cccc3cccc(c23)C1=O,1,-6,10,-3,0,5,-1,-3,2
O=C(Cc1ccccc1)NN=Cc1ccccc1,4,5,-21,0,9,-1,-7,12,1
Cc1cccc(N/C(N)=N/c2nc(C)cc(C)n2)c1,-1,-2,2,14,-9,-12,16,58*,37*
CCCCC[C@@H](C)N1C[C@@H](COCc2ccccc2)Oc2cc(N3CCC[C@@H]3COC)ccc2S1(=O)=O,-4,nt,nt,0,nt,-4,0,-1,0
CSc1nc(N)cc(=O)[nH]1,6,-2,9,1,-3,-1,0,2,1
CCOP(=O)(c1ccc(N(C)C)cc1)C(O)c1ccncc1 (centres undefined),3,0,-5,1,1,-3,1,3,0
COc1ccccc1C(=O)NN(C)C1=NS(=O)(=O)c2ccccc21,13,-4,-8,-1,5,-5,10,28,0
Cc1cccc(NC(=O)c2cc3c(n(-c4ccccc4)c2=O)CCCC3=O)n1,2,-2,-13,-2,8,0,-2,7,0
COc1ccccc1NC(=O)CN1C(=O)NC2(CCCc3ccccc32)C1=O (centres undefined),-6,5,3,5,14,1,-24,12,10
COc1ccc(C(=O)NCc2cc(C)nc3ccccc23)cc1,0,1,-15,4,5,-4,-13,3,9
O=C(C1CC1)N1N=C(c2ccccc2)CC1(O)C(F)(F)F (centres undefined),-1,-7,-7,-4,1,10,-1,8,0
CNC[C@@H]1OCc2ccccc2-c2ccccc2C(=O)N([C@H](C)CO)C[C@@H]1C,-13,-4,-15,-1,6,4,-15,-1,1
